CCT modulator = changes cytosolic chaperonin activity | 360,000 compounds, 0.3% hits | activity change, % (concentration not given with the values), hits read low | purified chaperonin ATPase assay, HTRF ADP detection, 30 min | AID 651819; in the data active means activity change below about -30%; further: on the % scale 0 is the no-effect control and ±100 the full control effect
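Nucleotide hydrolysis assay: TRiC at 20–40 nM final (set by batch activity) with 10 uM ATP, 30 min at 37 °C, in presence of 76 uM compound. Detection by competitive ADP HTRF, 30 min ambient.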
Abeta yeast res = restores growth of yeast expressing A-beta42 peptide; yeast expressing A-beta42, growth rescue, OD600, 48 h; response scale: 0% DMSO, 100% iron-clioquinol control; Potency, µM (series often up to 46.1 µM), for inactives: at the top dose growth rescue, most hits filed as activators; 410,000 compounds, 0.063% hits; AID 1347071; further: potency means the concentration at half of the fitted maximal effect; nearly all actives have a fitted effect of over 55% in size
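Growth rescue measured by 600 nm absorbance after 48 h yeast culture at 30 C with compound. Values normalized between DMSO and an equimolar ferric chloride plus clioquinol control.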
pAkt inh = blocks phosphorylation of Akt; 360,000 compounds, 0.32% hits; activity change, % for hits at 50 µM; Neuro2A IGF-stimulated pAkt S473 HTRF, 20 min; stronger effect = lower value; in the data active means activity change below about -80%; inconclusive means mostly about -51% to -80%; further: on the % scale 0 is the no-effect control and ±100 the full control effect
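Neuro2A cells (4,500/well, DMEM with 0.5% FBS) were treated with compound at a single 50 µM final concentration, stimulated with 6 nM IGF for 20 min at 37 °C, and lysed. Phospho-Akt Ser473 was read by HTRF as 665/615 ratio ×10^4.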
A549 viability = counter-screen for Nrf2 inhibitors: cytotoxicity in A549 cells. A549 ARE-Fluc cells, CellTiter-Fluor viability, 18-24 h. 390,000 compounds, 0.16% hits. AID 504648. Potency, µM (titrated, usually from 46 µM), inactives show at the highest dose activity change, negative = cytotoxicity, usual class: inhibitors; further: potency means the concentration at half of the fitted maximal effect; on the % scale 0 is the no-effect control and ±100 the full control effect
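Cytotoxicity counterscreen: CellTiter-Fluor fluorescence was measured in A549 ARE_Fluc cells after 18-24 h of compound exposure in a concentration series. The subsequent BugLite luminescent read reports ARE-luciferase activity.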
Nrf2 activator = activates Nrf2 signaling; AREc32 ARE-luciferase reporter (MCF7-derived line), luminescence, 24 h; Potency, µM (titrated, usually from 46.1 µM), inactives show at the top dose activation, most hits filed as activators; 410,000 compounds, 0.31% hits; AID 624171; further: potency means the concentration at half of the fitted maximal effect; % of control where 0% means no effect; nearly all actives have a fitted effect of over 65% in size
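AREc32 cells carrying an ARE-driven firefly luciferase reporter were seeded at 1000 cells/well in OPTI-MEM with 5% FBS, then exposed to compound for 24 hr at 37 deg C. Luminescence was read with Steady-Glo after 30 min at RT.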
Nrf2 inh = Nrf2 pathway inhibition. A549 ARE-Fluc reporter, luciferase luminescence, 18-24 h. Potency, µM (series often up to 46 µM), for the others: top-dose activity change, negative = inhibition, hits mostly inhibitors. 360,000 compounds, 2.1% hits. AID 504444; further: potency means the concentration at half of the fitted maximal effect; on the % scale 0 is the no-effect control and ±100 the full control effect; nearly all actives have a fitted effect of over 60% in size
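A549 ARE_Fluc cells, 5000/well, 5% FBS OPTI-MEM; compounds in dose-response, 18-24 h at 37 °C/5% CO2; CellTiter-Fluor viability read (Ex 405/Em 525), then BugLite luciferase luminescence = Nrf2 activity.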
TGFb inhibitor = inhibitors of TGF-b signaling | AID 588855 | HepG2 CAGA-GFP TGF-b/SMAD3 reporter, GFP fluorescence, 18 h; TGF-beta stimulated, 500 pg/mL final | 410,000 compounds, 1.2% hits | Potency, µM (top dose mostly 46.1 µM), without a hit: at the highest dose activity, negative = inhibition, actives largely listed as inhibitors; further: potency means the concentration at half of the fitted maximal effect; on the % scale 0 is the no-effect control and ±100 the full control effect; nearly all actives have a fitted effect of over 65% in size
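HEPG2 CAGA-GFP, 1000 cells/well; 2 h settle, 37 C; cpd via pin tool; TGF-b 500 pg/mL final; 18 h, 37 C; GFP imaging ex488/em500-530; %Activity normalised to -TGF-b and +DMSO controls; CRC fit, curve class.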
Mm-Cpn inhibitor = blocks the Methanococcus maripaludis chaperonin Mm-Cpn | 330,000 compounds, 0.031% hits | Potency, µM (doses to about 76.9 µM), for inactives: at the top dose activity, negative = inhibition, usual class: inhibitors | purified Mm-Cpn ATPase, ADP Transcreener TR-FRET; further: potency means the concentration at half of the fitted maximal effect; on the % scale 0 is the no-effect control and ±100 the full control effect; nearly all actives have a fitted effect of over 80% in size
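Eu-cryptate anti-ADP/ADP-d2 competition gives a ratio inversely related to ADP. Enzyme at 25 nM was pre-exposed to compound for 10 min, then given 10 uM ATP for 30 min, 37°C throughout.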
HepG2 viability = counter-screen for TGF-b inhibitors: cytotoxicity in HepG2 cells; Potency, µM (titrated, usually from 46.1 µM), for inactives: at the top dose activity change, negative = cytotoxicity, most hits filed as cytotoxic; HepG2 CAGA-GFP viability, ATP luminescence, 18 h; AID 588856; 410,000 compounds, 0.76% hits; further: potency means the concentration at half of the fitted maximal effect; some results filed as inactive show a strong effect at the top dose
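HepG2 CAGA-GFP cells (1000/well, DMEM with 1% FBS) received compound, then TGF-beta at 500 pg/mL final, and were incubated 18 hours at 37 degrees C. Viability was read by CellTiter-Glo luminescence. Media-only wells were set as complete cell-killing and DMSO as no toxicity.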
An asterisk follows results filed as active; i = inactive; ? = inconclusive; nt = not tested or not shown; [ ] = another dose, or the depositor's remark. Unless noted, the call rests on the fitted dose curve; in most records, active means well fitted curve in the direction sought with a large enough effect; inconclusive means small, poorly fitted or top-dose-only effect, or another doubt; inactive means no such curve, though single readings can be large; an effect the other way counts as inactive or inconclusive.

SMILES	CCT modulator	Abeta yeast res	pAkt inh	A549 viability	Nrf2 activator	Nrf2 inh	TGFb inhibitor	Mm-Cpn inhibitor	HepG2 viability
CCOC(=O)NC(=O)CSc1nnc(C)s1	-0.9	-1%	i	4%	-0.2%	-13%	?	0%	-10%
COCC(=O)NC1CCN(S(=O)(=O)c2cccc(C(C)=O)c2)CC1	1.5	-3%	i	-2%	0.1%	5%	25%	-1%	-4%
Nc1c(-c2ccc(Cl)cc2)cnn1C1CCS(=O)(=O)C1 (centres undefined)	-6.0	5%	nt	-1%	0.2%	5%	1%	0%	-4%
Cc1cccc(NC(=O)c2ccc(N3C(=O)C4CCCCC4C3=O)cc2)c1C (centres undefined)	0.9	4%	i	-10%	-0.4%	14%	-9%	0%	-22%
CC(C)(CC(=O)O)CC(=O)N1CCCN(c2nccc(C(F)(F)F)n2)CC1	-0.5	-11%	i	-4%	-0.4%	1%	11%	1%	4%
CCCCOC(=O)c1ccc(NC(=O)Cc2coc3ccc(C(C)C)cc23)cc1	nt	2%	nt	13%	0.0%	12%	11µM*	nt	-39%
COc1ccc(-c2cc3nc(C)c(C)c(N4CCN(C(=O)c5ccoc5)CC4)n3n2)cc1	0.3	0%	i	nt	0.9%	nt	-8%	nt	-13%
Cc1ccc(OCC(=O)N/N=C/C=C/c2ccco2)cc1	-1.6	-12%	i	-16%	?	-11%	-29%	0%	-25%
COc1ccc(S(=O)(=O)NCC(=O)Nc2cccc(C)c2C)cc1OC	-1.2	-13%	i	0%	0.1%	-8%	-15%	0%	1%
O=C(Cn1nc(C(=O)O)c2ccccc2c1=O)Nc1cc(S(=O)(=O)N2CCCCC2)ccc1Cl	-0.5	-5%	i	-9%	2.3%	-25%	-12%	-6%	1%
NC(=O)C1Cc2ccccc2CN1S(=O)(=O)c1cccs1 (centres undefined)	0.8	3%	i	-4%	-0.1%	6%	9%	?	-1%
C=C(C)Cn1c(C)cc(C)c(S(=O)(=O)c2cccc(C)c2)c1=O	-1.5	-14%	i	7%	-1.9%	16%	-12%	-1%	9%
O=C(NCc1ccc(F)cc1)C(=O)NCC(c1ccc2c(c1)OCO2)N1CCOCC1 (centres undefined)	nt	-13%	nt	0%	-1.0%	nt	-10%	nt	-11%
O=C(CSc1nnc(Cc2cccs2)n1Cc1ccco1)Nc1ccc(Br)cc1	-1.2	0%	i	-8%	0.4%	-21%	3%	0%	-36%
CCOc1ccc(Cc2nnc(SCC(=O)Nc3ccc(C(C)=O)cc3)[nH]c2=O)cc1	-0.5	-4%	i	0%	-0.2%	-4%	0%	-2%	0%
CCOC(=O)c1cc(-c2ccc(OC)cc2)n(CCC(=O)NCCc2ccccc2)c1C	nt	-12%	nt	-22%	4.8%	nt	?	nt	-11%
CCCN1c2cccc3cccc(c23)S1(=O)=O	-0.2	-20%	i	-2%	-0.2%	0%	-10%	-2%	13%
O=C(NN1CCCCC1)NN1CCCCC1	-2.4	-6%	i	nt	-0.9%	nt	-1%	nt	-10%
CCOc1ccccc1NC(=O)Cn1c(=O)n(CCCC(=O)NCCc2ccc(C)cc2)c(=O)c2ccccc21	nt	1%	nt	-1%	-0.3%	-3%	?	nt	1%
COC(=O)C1CCN(C(=O)COC(=O)c2cc(S(=O)(=O)N3CCOCC3)ccc2C)CC1	1.6	18%	i	2%	0.2%	-10%	?	-3%	18%
NS(=O)(=O)c1ccc(NC(=O)CSc2n[nH]c(=O)n2C2CC2)cc1	1.0	-6%	i	0%	-0.1%	13%	1%	0%	1%
Cc1nc(-n2nc(C)c(Cc3ccccc3Cl)c2C)sc1C(=O)Nc1ccccc1F	nt	-12%	nt	1%	0.1%	3%	5%	nt	4%
Cc1cc(C)cc(OCCCCn2cncn2)c1	-1.5	-2%	i	11%	0.1%[9.22 µM]	9%	0%	1%	16%
Cc1ccc(S(=O)(=O)NC(=O)c2cccn2C)cc1	-0.6	?	i	4%	-0.8%	-17%	5%	-1%	-6%
COc1cc(CCC(=O)Nc2ccc(Cl)c(C(F)(F)F)c2)cc(OC)c1OC	-4.8	20%	i	?	-0.4%	?	?	3%	-31%
COc1ccc(OCC(=O)NCCNC(=O)c2ccccn2)cc1	-1.6	-8%	i	-6%	4.9%	9%	6%	2%	1%
Cc1cccc(-n2[nH]c(C)c(C=Nc3ccc4[nH]c(=O)[nH]c4c3)c2=O)c1	-3.7	8%	i	-1%	-0.2%	-6%	-12%	1%	19%
O=C(/C=C/c1ccc([N+](=O)[O-])cc1)NCc1ccccn1	-1.5	11%	i	7%	0.3%	-17%	2%	3%	-15%
CC(=O)c1cccc(NC(=S)NC2CCCCCCC2)c1	1.0	?	i	-1%	0.0%	-5%	0%	-5%	-1%
O=C(CN(CC1CCCO1)C(=O)c1nsc(Cl)c1Cl)NC1CCCC1 (centres undefined)	-0.7	1%	i	6%	-0.7%	12%	-1%	0%	3%
Cc1noc(C(=O)NC2CCCCC2)c1Cl	-0.4	1%	i	2%	-0.6%	1%	17%	3%	9%
CC(=O)NNC(=O)c1csc(-c2csc(C)n2)n1	-4.5	-2%	i	4%	0.0%	-5%	0%	-14%	10%
CC(C)C1C(=O)N(Cc2cn(CCC3OCCO3)nn2)CCS(=O)(=O)N1Cc1ccc(-c2ccc(F)nc2)cc1 (centres undefined)	-1.8	-9%	i	nt	3.0%	nt	8%	nt	-12%
O=C1c2cc(O)cc(O)c2C(=O)c2c1cc(O)c([C@@H](CO)CCO)c2O	-0.9	-2%	i	?	6.7%	-12%	0%	nt	-19%
O=C(N/N=C/c1cccnc1)c1cc2ccccc2cc1O	0.9	3%	i	1%	-0.4%	5%	-9%	2%	3%
O=C(NCC1COc2ccccc2O1)c1cn(Cc2ccc(F)cc2)nn1 (centres undefined)	0.7	6%	i	6%	0.2%	16%	1%	-1%	-10%
CCOC(=O)c1c(C)n(S(=O)(=O)c2ccc(C)cc2C)c2ccc(NS(=O)(=O)c3ccc(C)cc3C)cc12	nt	-13%	nt	4%	1.8%	-15%	?	nt	-9%
O=C(CS(=O)(=O)c1ccccc1)Nc1ccccc1Br	-2.0	2%	i	6%	4.0%	26%	?	nt	-2%
COc1ccc(C(=O)NCC(=O)Nc2cccc(S(=O)(=O)NCc3ccco3)c2)cc1OC	1.7	14%	i	1%	2.1%	-13%	9%	-14%	2%
COc1ccc(-n2cc(C(=O)Nc3cc(F)ccc3F)c3ccccc3c2=O)cc1	nt	2%	nt	-3%	2.3%	16%	-33%	nt	-3%
Cn1c(SCc2ccc(Cl)cc2)nc(C(F)(F)F)cc1=O	-0.8	25%	nt	-5%	-0.2%	nt	-25%	0%	-20%
CCCCn1c(-c2ccco2)nc2ccccc2c1=O	-3.4	-15%	i	-3%	0.6%	0%	-2%	2%	-2%
CCCOC(=O)C[N+](C)(C)CCOC1CC2CCC1(C)C2(C)C (centres undefined)	-1.9	-7%	i	-1%	-0.3%	-5%	-1%	-1%	-21%
COc1ccc(/C=N/NC(=O)c2cccnc2)cc1COc1ccc([N+](=O)[O-])c(C)c1	0.0	2%	i	?	5.9%	?	-27%	2%	-2%
COc1ccc(C(=O)O)cc1S(=O)(=O)Nc1cc(Cl)ccc1N1CCOCC1	0.6	-7%	i	-1%	-0.6%	-6%	9%	2%	1%
COC(=O)c1cccc(NC(=O)C2CCN(S(=O)(=O)Cc3ccccc3)CC2)c1C	nt	-14%	nt	12%	-0.2%	9%	-11%	nt	-16%
N#Cc1ccccc1S(=O)(=O)N1CCN(CC(=O)Nc2ccccc2C(=O)NC2CC2)CC1	-2.6	-4%	i	1%	0.4%	-8%	5%	0%	2%
O=C(Nc1ccc(S(=O)(=O)NC2=NCCCCC2)cc1)c1ccc2ccccc2n1	-5.3	-9%	i	-5%	2.7%	5%	19%	0%	3%

An excerpt from above in order of their number in CCT modulator, high to low.
SMILES | CCT modulator
COc1ccc(C(=O)NCC(=O)Nc2cccc(S(=O)(=O)NCc3ccco3)c2)cc1OC | 1.7
COc1ccc(/C=N/NC(=O)c2cccnc2)cc1COc1ccc([N+](=O)[O-])c(C)c1 | 0.0
CCCCn1c(-c2ccco2)nc2ccccc2c1=O | -3.4

Remaining list, next part.
SMILES	CCT modulator	Abeta yeast res	pAkt inh	A549 viability	Nrf2 activator	Nrf2 inh	TGFb inhibitor	Mm-Cpn inhibitor	HepG2 viability
Cn1c(=O)c2c(nc(SCCN3CCCCC3)n2Cc2ccccc2)n(C)c1=O	-3.1	-10%	i	0%	-0.4%	4%	-8%	0%	-9%
COc1ccc2[nH]c3c(=O)n(Cc4ccncc4)cnc3c2c1	0.2	5%	i	0%	0.8%	6%	14%	-1%	8%
COc1ccccc1N1CCN(C2CCCN(S(=O)(=O)c3cccc(Cl)c3)C2)CC1 (centres undefined)	1.5	-4%	i	-15%	0.2%	?	?	1%	-12%
Cc1c(Cl)ccc2c(C(N)=O)cc(-c3ccccn3)nc12	-26	7%	i	-4%	5.6%	-18%	12%	-11%	-29%
CC(=O)c1c(C)[nH]c(C(=O)COC(=O)CCOc2ccc(C)cc2)c1C	-4.7	1%	i	-3%	?	-17%	-4%	-2%	-30%
COc1ccc(CN2CCN(c3ncnc4sc5c(c34)CC(C)CC5)CC2)cc1F (centres undefined)	nt	-5%	nt	1%	-1.4%	0%	-15%	nt	-38%

Copied from the list.
COc1ccc2[nH]c3c(=O)n(Cc4ccncc4)cnc3c2c1 @ CCT modulator: 0.2
Cc1c(Cl)ccc2c(C(N)=O)cc(-c3ccccn3)nc12 @ CCT modulator: -26

Compound activity from PubChem BioAssay.
